# EphB4 ephrin blk: EphB4-ephrin-B2 interaction antagonists, primary screen, biochemical, TNYL-RAW peptide probe, fluorescence polarization | Ephrin type-B receptor 4 (Homo sapiens), P54760 | EphB4 LBD / TNYL-RAW-Alexa532 peptide | inhibition, % at 7 µM | 97,000 compounds, 0.15% hits | AID 720, 2007;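 active = inhibition above the screen-wide mean inhibition plus 3 SD, cut at about 15% in these data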;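 note: 0% = DMSO wells and 100% = excess unlabeled TNYL-RAW peptide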
# CYP2C19 inh: blockers of cytochrome P450 2C19 activity – biochemical, luminescence, ADME assay, primary screen | P33261 | CYP2C19 Supersomes, luciferin-H EGE luminescence, 30 min | 96,000 compounds, 21% hits | inhibition, % at 5 µM;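 active = CYP2C19 inhibition above a set limit at 5 µM in the primary screen, cut at about 50% in these data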;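 note: plate controls were negative control wells for no effect and 2.5 mM tranylcypromine positive control for full effect; values of inactives mirror those of a sister screen read the other way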
# CYP2C9 inhib: blockers of cytochrome P450 2C9 activity – biochemical, luminescence, ADME assay, primary screen; P11712; CYP2C9 Supersomes, luciferin-H conversion; inhibition, % at 5 µM; 96,000 compounds, 20% hits;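 active = blocking of liver enzyme CYP2C9 beyond about 50% at 5 µM, limit read from the data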; note: values of inactives mirror those of a sister screen read the other way
# Target sequence (P11712 whole entry, looked up): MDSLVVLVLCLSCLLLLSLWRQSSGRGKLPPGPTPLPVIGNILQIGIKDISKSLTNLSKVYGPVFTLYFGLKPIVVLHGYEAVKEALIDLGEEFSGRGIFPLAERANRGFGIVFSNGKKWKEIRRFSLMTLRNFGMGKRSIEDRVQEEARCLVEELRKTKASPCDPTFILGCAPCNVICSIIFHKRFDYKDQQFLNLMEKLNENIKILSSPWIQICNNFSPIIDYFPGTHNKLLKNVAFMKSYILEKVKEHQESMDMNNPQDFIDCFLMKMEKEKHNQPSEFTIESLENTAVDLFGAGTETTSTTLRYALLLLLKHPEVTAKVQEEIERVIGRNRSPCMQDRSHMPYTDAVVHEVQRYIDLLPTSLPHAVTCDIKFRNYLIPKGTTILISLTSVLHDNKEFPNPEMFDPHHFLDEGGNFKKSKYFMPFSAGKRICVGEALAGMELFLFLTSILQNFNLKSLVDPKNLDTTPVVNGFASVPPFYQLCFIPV
# E coli WT exp: growth inhibitors of wild-type E. coli, primary screen, strain BW25113, expanded library, OD600 | OD600 absorbance | 98,000 compounds, 0.15% hits | AID 710, 2007 | growth inhibition, % at 100 µM;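 active = growth inhibition above about 50% at one test dose, limit read from the data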;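 note: growth measured after 20 h incubation at 37 °C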
# PostGolgi yeast: phenotypic screen on post-Golgi transport, primary screen; post-Golgi transport phenotypic cell assay; inhibition, % at 10 µM; 98,000 compounds, 0.9% hits; in the data active = inhibition above about 30%;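 note: yeast cells grown in 1536-well plates; yeast grown about 18 h at 30C before absorbance read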
# CYP2C9 act: human CYP2C9 activators, primary screen, biochemical, luminescence. Cytochrome P450 2C9 (Homo sapiens), P11712. recombinant CYP2C9, luciferin-H conversion; stronger effect = higher value; factor 1 = untreated enzyme, 0 = blocked. activation factor at 5 µM. 96,000 compounds, 1.4% hits. AID 1024, 2008;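 active = activation factor of 2 or more for CYP2C9 at a 5 µM dose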;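 note: 0 = sulfaphenazole-blocked wells and 1 = vehicle-only wells; values of inactives mirror those of a sister screen read the other way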
# CYP2C19 act: human CYP2C19 activators, primary screen, biochemical, luminescence; activation factor at 5 µM; Cytochrome P450 2C19 (Homo sapiens), P33261; recombinant CYP2C19, luciferin-H EGE luminescence; stronger effect = higher value; 0 = fully inhibited enzyme, 1 = untreated enzyme; 96,000 tested, under 10 active;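 active = activation factor of at least 2 at 5 µM in the primary screen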;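 note: 0 = wells with 2.5 mM tranylcypromine and 1 = vehicle-only wells; values of inactives mirror those of a sister screen read the other way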
# Pyk2 oligo antag: antagonists of Pyk2 self-association, primary screen, Q293 cells, FERM NanoBiT luminescence, HTS; stronger effect = lower value; z-score (the deposit names both 25 µM and 10 µM); 99,000 compounds, 0.83% hits;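 active = Z-score of -3 or lower, scaled per plate to the spread of control and sample wells; inactive = z-score above -3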;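 note: negative z-score means lost luminescence so less FERM oligomerization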
# PLAP act: PLAP enzyme activators, biochemical, luminescence, HTS; AID 696, 2007; 96,000 compounds, 1.2% hits; purified PLAP enzyme, luminescent substrate read-out; stronger effect = higher value; Alkaline phosphatase, placental type (Homo sapiens), P05187; activation fold at 20 µM; in the data active = activation fold above about 2
# Target sequence (P05187 whole entry, looked up): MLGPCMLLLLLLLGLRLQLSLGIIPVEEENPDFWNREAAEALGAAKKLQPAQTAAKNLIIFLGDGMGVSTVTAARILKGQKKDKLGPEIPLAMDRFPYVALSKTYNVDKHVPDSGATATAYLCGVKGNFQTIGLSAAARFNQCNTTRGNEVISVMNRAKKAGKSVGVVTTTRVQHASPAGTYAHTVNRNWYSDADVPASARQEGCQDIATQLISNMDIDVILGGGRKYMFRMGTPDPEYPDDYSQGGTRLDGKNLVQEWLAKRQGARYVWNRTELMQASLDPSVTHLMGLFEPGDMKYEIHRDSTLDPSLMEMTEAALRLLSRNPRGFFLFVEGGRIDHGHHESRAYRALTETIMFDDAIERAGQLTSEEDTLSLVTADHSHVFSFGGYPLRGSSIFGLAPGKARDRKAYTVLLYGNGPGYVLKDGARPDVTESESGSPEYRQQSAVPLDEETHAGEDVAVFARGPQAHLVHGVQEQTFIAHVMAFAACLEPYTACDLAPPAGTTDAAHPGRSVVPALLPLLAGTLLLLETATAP
# Active calls of the source: *; . = no result given. Not a hit list; about 31% have a hit in one of these screens.
SMILES,EphB4 ephrin blk,CYP2C19 inh,CYP2C9 inhib,E coli WT exp,PostGolgi yeast,CYP2C9 act,CYP2C19 act,Pyk2 oligo antag,PLAP act
Cc1cccc(C)c1OCC(=O)NCc1nnc(SCC(=O)NC2CCCCC2)n1C,-3,2,11,3,1,0.9,1,0.48,1.5
CCOC(=O)C1CN(S(=O)(=O)c2ccc(OC)cc2)c2cc(S(=O)(=O)CC)ccc2O1 (stereo not drawn),-1,50*,58*,2,-10,0.4,0.5,0.66,1.1
COc1ccccc1OCCn1cc(C(=O)c2ccco2)c2ccccc21,-2,25,84*,-19,35*,0.2,0.8,-1.3,1
O=C(c1ccc2c(c1)OCCO2)C1CCN(S(=O)(=O)c2ccc(F)cc2)CC1,2,-4,-8,-11,5,1.1,1,-2.2,1.1
COCCNC(=O)C(C)N(c1ccc(OC)cc1)S(C)(=O)=O (stereo not drawn),-8,23,-29,3,0,1.3,0.8,0.65,1
Cc1nc(C(=O)N(C)C)nn1-c1cc(Cl)ccc1Cl,-2,-14,-7,-4,-3,1.1,1.1,0.74,1
COc1cc2cc(C(=O)O)[nH]c2c(OC)c1OC,-2,-11,-1,-5,8,1,1.1,1.3,1
CC(CCc1ccccc1)NC(=O)c1cccnc1 (stereo not drawn),1,4,-14,-1,3,1.1,1,-0.03,1.1
CCCNc1ncccc1C(N)=O,.,5,2,-1,1,1,1,0.32,0.9
Cc1csc(NC(=O)CSc2nnc(C)n2Cc2ccco2)n1,2,2,14,-2,-5,0.9,1,0.63,1
CCCNc1nc(OCC(F)(F)F)nc(OCC(F)(F)F)n1,-2,34,14,8,-3,0.9,0.7,1.8,0.9
O=C(CCCc1ccccc1)NCc1cn2ccsc2n1,3,31,6,9,0,0.9,0.7,.,0.9
Cc1ccc(CN2C(=O)/C(=C3\SC(N4CCOCC4)=NC3=O)c3cc(Br)ccc32)cc1,.,2,41,.,.,0.6,1,.,1.3
CCOC(=O)Oc1ccc2oc(=O)cc(C)c2c1,.,14,-2,-2,5,1,0.9,1.2,0.9
COc1ccc2c(c1OC)C(=O)OC2Nn1cncn1 (stereo not drawn),9,-14,-15,1,-1,1.1,1.1,-0.14,1.1
O=C(Cc1ccc(-n2cccc2)cc1)N1CCc2ccccc21,9,59*,11,-10,-4,0.9,0.4,0.32,0.8
CCOC(=O)N1CCC(N(CCOC)C(=O)Nc2ccc(Cl)c(Cl)c2)CC1,.,40,15,-6,-3,0.8,0.6,0.09,1.4
CC1CCCCC1NC(=O)C1CCN(S(=O)(=O)N2CCC3(CC2)OCCO3)CC1 (stereo not drawn),-5,34,13,-5,-1,0.9,0.7,-0.4,1.3
CCOc1c(Cl)cc(C(=O)Nc2ccccc2C(=O)O)cc1Cl,-5,-5,59*,5,-12,0.4,1.1,-4*,1.3
COc1ccc(C2CCCN2C(=O)Nc2ccccc2)cc1OC (stereo not drawn),4,72*,-37,4,0,1.4,0.3,.,1

# A draw from above in order of length of the SMILES, rising:
SMILES,EphB4 ephrin blk,CYP2C19 inh,CYP2C9 inhib,E coli WT exp,PostGolgi yeast,CYP2C9 act,CYP2C19 act,Pyk2 oligo antag,PLAP act
CC(CCc1ccccc1)NC(=O)c1cccnc1 (stereo not drawn),1,4,-14,-1,3,1.1,1,-0.03,1.1
COc1ccc(C2CCCN2C(=O)Nc2ccccc2)cc1OC (stereo not drawn),4,72*,-37,4,0,1.4,0.3,.,1
Cc1cccc(C)c1OCC(=O)NCc1nnc(SCC(=O)NC2CCCCC2)n1C,-3,2,11,3,1,0.9,1,0.48,1.5
O=C(c1ccc2c(c1)OCCO2)C1CCN(S(=O)(=O)c2ccc(F)cc2)CC1,2,-4,-8,-11,5,1.1,1,-2.2,1.1

# (next part)
SMILES,EphB4 ephrin blk,CYP2C19 inh,CYP2C9 inhib,E coli WT exp,PostGolgi yeast,CYP2C9 act,CYP2C19 act,Pyk2 oligo antag,PLAP act
Cc1nc2c(=O)oc3ccccc3c2n1-c1ccccc1,.,2,-4,0,-3,1,1,0.84,0.8
C=CCn1c(SCC(=O)NC2CCS(=O)(=O)C2)nc2sc(CC)cc2c1=O (stereo not drawn),6,5,42,-3,-6,0.6,0.9,-1.6,1
O=C(COC(=O)COc1ccccc1)Nc1ccccc1OC(F)F,-2,14,-15,3,3,1.2,0.9,-1.2,1
CCn1c(/C=C/c2ccc([N+](=O)[O-])o2)nc2ccccc2c1=O,1,-3,-18,6,77*,1.2,1,-0.18,1
Clc1ccc(OCc2nn3c(-c4ccco4)nnc3s2)cc1,-6,21,17,1,3,0.8,0.8,0.4,0.9
O=C(C1CCC1)N1CCc2cc(S(=O)(=O)NCc3ccccn3)ccc21,4,14,58*,-1,-4,0.4,0.9,-0.17,1.4
CCOC(=O)N1CCC(n2c(SCC(=O)NCCC3=CCCCC3)nc3ccccc3c2=O)CC1,15*,58*,68*,-23,-14,0.3,0.4,-1.1,1.5
CNc1nnc(-c2cc3cc(Cl)ccc3oc2=O)s1,4,7,1,-15,-4,1,0.9,0.16,1.2
Cc1ccc(-n2c(C)cc(/C=N/NC(=O)c3ccncc3)c2C)c(C)c1,4,18,22,10,1,0.8,0.8,-0.04,1.5
Cc1[nH]c2ccc(-c3nnc(SCC(=O)NCc4ccco4)n3Cc3ccccc3)cc2c1C,-4,32,66*,0,0,0.3,0.7,0.61,2.1*
O=C(CCCc1cccs1)N1CCN(S(=O)(=O)c2ccccc2Br)CC1,-5,48,69*,-18,-13,0.3,0.5,-0.9,1.2
O=C(CN(Cc1ccco1)C(=O)c1cc(=O)[nH]c2ccccc12)Nc1ccccc1Br,4,.,.,-12,1,.,.,-0.34,.
Cc1c(NC(=O)COC(=O)C2CC3C=CC2C3)c(=O)n(-c2ccccc2)n1C (stereo not drawn),-4,9,-3,-5,1,1,0.9,-0.95,1.1
COc1ccc(Cn2c(=O)n(Cc3ccco3)c(=N)c3c4c(sc32)COC(C)(C)C4)cc1,.,61*,91*,4,12,0.1,0.4,-0.28,1.5
CCCCCCC1CCC(c2nc(-c3ccncc3)no2)CC1 (stereo not drawn),2,89*,63*,-2,1,0.4,0.1,-0.1,1.4
COc1cccc(NC(=O)N(Cc2cc3cc(C)cc(C)c3[nH]c2=O)CC2COCCO2)c1 (stereo not drawn),-5,29,57*,-3,0,0.4,0.7,-1.4,1.7
CC(CN1CCCCC1)OC(=O)Cc1ccc(Cl)cc1 (stereo not drawn),9,60*,6,-4,-9,0.9,0.4,-0.18,1.2
CCOc1ccc(C(=O)N2CCN(c3cccc(C)c3C)CC2)cc1,2,19,27,4,17,0.7,0.8,0.2,1.1
COc1cc(C(=O)Nc2cc(Cl)ccc2C)c(-n2cnnn2)cc1OC,3,-12,-19,-10,6,1.2,1.1,0.92,1
Cc1cc(SCc2ccccc2)nc(=O)[nH]1,8,9,4,4,6,1,0.9,-0.95,1
C=CCn1c2ccccc2c2nnc(SCCCn3c(=O)[nH]c4ccccc43)nc21,-3,75*,76*,-9,-17,0.2,0.3,-3.9*,1.7
CCn1c(SCc2nc(-c3ccccc3)no2)nc2ccccc21,5,88*,-2,-6,-9,1,0.1,.,1
CC1Cc2ccccc2N1C(=O)CN1C(=O)CN(C)C(=O)c2ccccc21 (stereo not drawn),-2,-8,-31,-11,-12,1.3,1.1,1.5,1.4
CC(=O)NCCn1c(SCc2cc(=O)n3cc(Cl)ccc3n2)nc2ccccc2c1=O,7,1,44,3,-2,0.6,1,-0.52,1.1
CCOc1cc(C2C3=C(CCCC3=O)N(C)C3=C2C(=O)CCC3)cc(Cl)c1O,3,.,.,-7,-2,.,.,0.25,.
COCCOC(=O)C1=C(C)Nc2ncnn2C1c1ccccc1 (stereo not drawn),2,0,1,-6,-11,1,1,-0.46,1.3
Cc1ccc(Cl)cc1N1CCN(C(=O)C2CCN(c3nnc(-n4cccc4)s3)CC2)CC1,.,38,85*,5,-1,0.1,0.6,.,1.6
COC(=O)c1ccc(NC(=O)CN2C(=O)CNC2=O)cc1,0,-8,13,12,-4,0.9,1.1,-0.49,0.9
Cc1ccc(-n2ncc3c(NCc4ccccc4)ncnc32)cc1,-4,13,10,-10,0,0.9,0.9,-0.37,0.8
CCC(C)Sc1nc2c(c(=O)[nH]c(=O)n2C)n1CCc1ccccc1 (stereo not drawn),6,.,.,-1,-5,.,.,-0.61,.
O=C(Nc1ccccc1N1CCCC1)c1ccc2c(c1)OCO2,6,71*,53*,3,-5,0.5,0.3,0.62,1
CCOC(=O)C1CCCN(C(=O)c2cc(Nc3ccc(OC)c(OC)c3)nc3ccccc23)C1 (stereo not drawn),3,48,75*,-9,-7,0.3,0.5,-1.1,1.4
COc1ccc(S(=O)(=O)NN=C2CCCC2)cc1,0,32,-6,5,0,1.1,0.7,0.58,0.9
CC1CN(S(=O)(=O)c2cccc(-c3csc(-c4ccccc4)n3)c2)CC(C)O1 (stereo not drawn),4,20,58*,-17,-6,0.4,0.8,-0.84,1.5
CCC(c1nnnn1CCOC)N1CCN(Cc2ccccc2)CC1 (stereo not drawn),-1,10,18,3,-2,0.8,0.9,-1.1,1.3
CCC(C)NC(=O)c1ccccc1NC(=O)C(C)N(c1ccccc1)S(C)(=O)=O (stereo not drawn),5,59*,49,9,-4,0.5,0.4,0.77,1.4
Cn1c(N2CCCC2)nc2c1c(=O)n(Cc1ccc(F)cc1)c(=O)n2C,4,5,20,-4,0,0.8,1,0.21,1.1
N#CC1(Cc2ccccc2)c2ccccc2C=CN1C(=O)c1ccccc1 (stereo not drawn),-1,93*,72*,-11,-4,0.3,0.1,-0.26,0.9
CCOc1ccc(-c2cc(N)n(S(=O)(=O)c3ccc(OC)cc3)n2)cc1,-11,-6,44,-3,3,0.6,1.1,.,0.7
Cc1cccc(N2CCN(S(=O)(=O)c3ccc4c(c3)CCN4C(=O)CCC(=O)O)CC2C)c1 (stereo not drawn),0,13,32,3,-4,0.7,0.9,.,1.4
O=C1CSC(c2cn(-c3ccccc3)nc2-c2cccs2)N1Cc1ccccc1 (stereo not drawn),5,-10,2,-11,2,1,1.1,.,0.8
COc1cc(C2c3c(oc4ccccc4c3=O)C(=O)N2c2ccc(C)cn2)ccc1O (stereo not drawn),-8,9,68*,2,0,0.3,0.9,.,1.1
CCOc1ccc(NC2CCN(C(C)=O)CC2)cc1,-1,-3,-27,0,-4,1.3,1,.,0.8
COc1ccc(C2=NOC(C(=O)Nc3cc(C)on3)C2)cc1 (stereo not drawn),-2,9,2,2,4,1,0.9,.,0.8
O=C(NCc1ccc2c(c1)OCO2)c1ccc(NS(=O)(=O)c2ccc3c(c2)OCCO3)cc1,-6,.,.,-13,4,.,.,-0.67,.
Cc1nn(Cc2ccc(Cl)c(Cl)c2)c(C)c1NC(=O)c1cc(-c2ccc3c(c2)OCO3)on1,2,34,66*,-5,5,0.3,0.7,-0.48,0.8
CCS(=O)(=O)N1CCCC(C(=O)NCc2ccccc2Cl)C1 (stereo not drawn),12,30,-16,-7,0,1.2,0.7,1.7,0.8
Cc1nnc(NC(=O)CSc2nnc(Cc3cccn3C)n2-c2cccc(C(F)(F)F)c2)s1,.,-4,1,0,-6,1,1,.,1.4
C[C@@H]1C[C@H](Nc2ccccc2)c2ccccc2N1C(=O)c1cccnc1,-3,84*,38,4,1,0.6,0.2,0.55,1.1

# From PubChem BioAssay
